Source: PubChem
Vif-APOBEC3G blk = blocks the Vif interaction with human APOBEC3G. Q9HC16. hit rate 0.076% among 410,000. HeLa A3G-eYFP + Vif (tagged APOBEC3G with the HIV-1 protein that degrades it), YFP fluorescence, overnight. Potency, µM (highest dose often 46.1 µM), without a hit: at the highest dose activity, negative = active, most hits filed as inhibitors. AID 602310;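 note: nearly all actives have a fitted effect of over 60% in size; hits raise eYFP signal because A3G escapes Vif-driven loss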
Target sequence (Q9HC16 whole entry, looked up): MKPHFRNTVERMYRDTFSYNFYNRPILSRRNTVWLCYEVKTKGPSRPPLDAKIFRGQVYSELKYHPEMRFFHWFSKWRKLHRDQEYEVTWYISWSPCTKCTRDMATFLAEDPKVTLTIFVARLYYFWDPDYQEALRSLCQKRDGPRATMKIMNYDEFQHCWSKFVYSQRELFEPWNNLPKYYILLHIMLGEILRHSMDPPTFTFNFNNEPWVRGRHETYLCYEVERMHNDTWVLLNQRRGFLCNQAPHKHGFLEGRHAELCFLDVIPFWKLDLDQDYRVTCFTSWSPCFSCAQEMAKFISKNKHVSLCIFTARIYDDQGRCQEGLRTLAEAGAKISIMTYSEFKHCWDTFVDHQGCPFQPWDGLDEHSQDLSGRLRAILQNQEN
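Read-out is eYFP fluorescence (Ex 488/Em 500-530) from Vif-expressing HeLa A3G-eYFP cells; more signal means A3G escaped Vif-mediated degradation. Cells plated overnight, compound pinned in, incubated overnight at 37 deg C.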
ALOX12 inh = blocks human arachidonate 12S-lipoxygenase. P18054. purified 12hLO, xylenol orange hydroperoxide absorbance. Potency, µM (series often up to 108 µM), inactives show at the highest dose activity change, negative = inhibition, usual class: inhibitors. hit rate 1.1% among 580,000. AID 1671190
Target sequence (P18054 whole entry, looked up): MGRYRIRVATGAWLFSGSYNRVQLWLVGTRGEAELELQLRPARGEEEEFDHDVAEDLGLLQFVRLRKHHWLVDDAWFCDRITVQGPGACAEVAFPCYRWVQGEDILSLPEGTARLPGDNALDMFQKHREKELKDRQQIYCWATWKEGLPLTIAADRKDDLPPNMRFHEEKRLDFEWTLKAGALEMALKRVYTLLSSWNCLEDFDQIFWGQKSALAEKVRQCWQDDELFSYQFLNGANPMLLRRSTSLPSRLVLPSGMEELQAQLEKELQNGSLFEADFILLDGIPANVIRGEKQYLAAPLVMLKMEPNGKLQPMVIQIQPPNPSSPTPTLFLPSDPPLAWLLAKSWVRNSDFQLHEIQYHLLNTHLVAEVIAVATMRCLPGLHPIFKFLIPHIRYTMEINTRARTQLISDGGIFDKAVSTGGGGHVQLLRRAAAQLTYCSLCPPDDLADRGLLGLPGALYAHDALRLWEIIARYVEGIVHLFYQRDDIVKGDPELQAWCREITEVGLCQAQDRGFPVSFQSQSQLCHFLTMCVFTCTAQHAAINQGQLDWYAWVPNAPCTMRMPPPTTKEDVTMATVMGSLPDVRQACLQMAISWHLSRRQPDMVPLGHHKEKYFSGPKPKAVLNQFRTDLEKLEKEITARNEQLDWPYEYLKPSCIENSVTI
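Purified human 12hLO (150 nM final) in 25 mM Hepes, 0.01% Triton X-100, pH 7.0 was preincubated 15 min at room temperature with compound. Then 40 uM arachidonic acid was added, 30 min. Hydroperoxide was read by Fe-XO absorbance ratio 573/405 nm.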
Numbers without * were called inactive; ? = inconclusive. Calls come from the whole dose curve; as a rule, active = well fitted curve in the direction sought with a large enough effect; inconclusive = small, poorly fitted or top-dose-only effect, or another doubt; inactive = no such curve, though single readings can be large; an effect the other way counts as inactive or inconclusive. % is set by controls: 0 for no effect and ±100 for the full control effect; potency is the fitted concentration of half-maximal effect. Not all compounds are listed, so the mix of outcomes need not match the whole.

SMILES	Vif-APOBEC3G blk	ALOX12 inh
Cc1ccc(NC(=O)C2(C)CCN2C(=O)C2CCCCC2)cc1C (configuration not stated)	-1.0%	-3.6%
CCNC(=O)C1(C)CCN(C(=O)c2cc(F)cc(F)c2)C1 (configuration not stated)	0.7%	2.0%
Cc1ccc(S(=O)(=O)Nc2ccc(Nc3nccn4c(-c5ccccc5Oc5ccccc5)cnc34)cc2)cc1	-1.9%	?
COc1cccc(CNc2nc(NC(C)C)nc3ccsc23)c1	-8.3%	?
CC1(C(=O)Nc2ccc3ccccc3c2)CCC(=O)N1CCCn1ccnc1 (configuration not stated)	0.5%	-15.8%
c1ccc(OCCNc2ccn3nc(-c4ccccc4)cc3n2)cc1	-0.1%	29.4%
COc1ccc(OC)c(NC(=O)C2(C)CCN2Cc2ccccc2OC(F)F)c1 (configuration not stated)	-0.9%	-4.0%
COc1ccc(NC(=O)c2cccc3c(-c4ccc(O)c(OC)c4)coc23)cc1	-21.5%	?
Cc1ccc(-c2csc(C(O)(c3ccccc3)C(F)(F)F)n2)cc1C (configuration not stated)	-9.9%	?
Cc1ccc(NC(=O)C2(C)CCN2C(=O)CC(c2ccccc2)c2ccccc2)cc1 (configuration not stated)	-8.9%	?
COc1ccc(Cl)cc1C1=NOC2(CCC2)C(=O)N1Cc1ccc(NC(C)=O)cc1	-4.4%	-3.2%
CC1(C(=O)Nc2cnc3ccccc3c2)CCN1Cc1ccccc1OC(F)F (configuration not stated)	-6.2%	-0.2%
Nc1ncnc2c1nc(-c1ccccc1)n2C1OC(CO)C(O)C1O (configuration not stated)	-0.4%	?
Cc1cn([C@H]2C[C@H](O)[C@@H](/C=C/C(=O)N3CCN(Cc4ccc(F)cc4)CC3)O2)c(=O)[nH]c1=O	-2.7%	3.7%
CC(C)(C)c1ccc(S(=O)(=O)NC(=O)C2(C)CCN2C(=O)C2(c3ccc(Cl)cc3)CC2)cc1 (configuration not stated)	-0.4%	-27.4%
CCNC(=O)N(C)c1c(CC)nc2ccc(C(=O)Nc3cccc(OCC(=O)N(C)C)c3)cn12	-1.2%	-20.9%
CC1(Cc2cc(Cl)ccc2C(F)(F)F)C(=O)Nc2cc(C(F)(F)F)ccc21 (configuration not stated)	-21.7%	-11.8%
COc1ccc(NC(=O)C2(C)Cc3c(-c4ccc(NC(C)=O)cc4)ccnc3O2)cc1 (configuration not stated)	-9.3%	16.2%
Cc1ccc(C(O)c2ncc(-c3cccc4ccccc34)[nH]2)c(C)c1 (configuration not stated)	-5.2%	-0.6%
CCOC1=C2[C@H](c3cccs3)N(S(=O)(=O)c3ccc(C)cc3)C[C@H]2n2c(=O)n(-c3ccccc3)c(=O)n2C1	-7.1%	-36.3%
CC1(C(=O)NS(=O)(=O)c2cccc(F)c2)CCN1C(=O)CCc1ccccc1 (configuration not stated)	0.9%	?
CCCCN(C=O)c1c(CC)nc2ccc(C(=O)NCCc3c[nH]c4ccccc34)cn12	-5.3%	-20.0%
O=C(Nc1ccccc1Cl)c1cc(C2CCCCN2C(=O)C2CCCCC2)on1 (configuration not stated)	-3.1%	-2.3%
CC(C)NC(=O)c1cc(C2CCCCN2C(=O)c2ccc(Cl)cc2)on1 (configuration not stated)	-0.1%	0.0%
CCc1nc2c(OCc3ccc(Cl)cc3Cl)cccn2c1N(C)C(=O)C1CC1	-3.7%	?
CCCS(=O)(=O)NC(=O)C1(C)CCCN(C(=O)c2sccc2C)C1 (configuration not stated)	-4.0%	?
CC(C)c1ccc(NC(=O)C2Cc3c(-c4ccc5c(c4)OCO5)ccnc3O2)cc1 (configuration not stated)	-4.4%	?
Cc1ccc(C(O)c2ncc(-c3ccccc3F)[nH]2)c(C)c1 (configuration not stated)	0.6%	-3.2%
COc1ccc(-c2cc(NC=O)c3ncc(-c4cc(OC)c(OC)c(OC)c4)n3c2)cc1	-74.3%	-18.3%
O=C(N[C@H]1c2ccccc2C[C@H]1O)[C@H]1O[C@@H](n2ccc(=O)[nH]c2=O)[C@H](O)[C@@H]1O	-0.2%	-5.6%
COc1ccccc1-c1csc(Nc2ccc(Oc3ccccc3)cc2)n1	0.4%	-12.0%
Cc1nc(C(F)(F)F)ccc1C(=O)N1CCCC1(C)C(=O)NCC(C)C (configuration not stated)	1.5%	-6.3%
COCOc1cccc(CN2CCC2(C)C(=O)Nc2ccc(OC)c(OC)c2)c1 (configuration not stated)	-4.4%	5.4%
CCOC(=O)C1(C)CCCN1C(=O)c1cccs1 (configuration not stated)	2.6%	?
OC[C@@H]1CN(C2CCCC2)C[C@H](n2cnc3c(NC4CC4)ncnc32)O1	-1.2%	-4.1%
CCOC(=O)C1=CC[C@@H](c2ccccc2)N(S(=O)(=O)c2ccc(C)cc2)[C@H]1C=C(C)C	2.8%	?
COc1ccc(-c2cc(CNc3nc(NC(C)C)nc4cc(-c5ccccc5)sc34)on2)cc1	-15.8%	44.7µM*
CCc1nc2ccc(C(=O)Nc3ccc(OC)c(OC)c3)cn2c1N(C)C(=O)c1cccc(OC)c1	-1.5%	-3.7%
COc1cc(CCN(C(=O)c2cccc(S(C)(=O)=O)c2)C(CCc2ccccc2)c2nc3ccccc3[nH]2)cc(OC)c1 (configuration not stated)	-8.3%	0.6%
CCc1nc2c(OCc3cccc(OC)c3)cccn2c1N(C)C(=O)C(C)C	2.3%	6.8%
CCc1nc2ccc(C(=O)NC3CCN(Cc4ccccc4)CC3)cn2c1N(C)Cc1cccs1	-1.6%	-1.4%
Cn1c(=O)c2cc(NC(=O)NCCc3ccccc3)ccc2n1Cc1ccc(F)cc1	1.6%	?
CC(=O)Nc1cccc(-c2ccnc3c2CC(C(=O)NCc2ccncc2)O3)c1 (configuration not stated)	0.2%	-0.2%
COc1ccccc1-c1ccc2c(c1)C(C)(Cc1cccc(F)c1)C(=O)N2 (configuration not stated)	-6.5%	-26.4%
CC(=O)c1cccc(-c2cnc3c(NC=O)cc(-c4ccc(N5CCN(C)CC5)cc4)cn23)c1	-0.1%	-8.6%
COC(=O)c1cccc(CC2(C)C(=O)Nc3cc(-c4ccccc4Cl)ccc32)c1 (configuration not stated)	-4.5%	5.7%
Cc1cn([C@H]2C[C@H](O)[C@@H](/C=C/C(=O)NCCC(C)C)O2)c(=O)[nH]c1=O	-1.4%	3.4%
CCc1cnc(Nc2nc(C(N)c3ccccc3Cl)cs2)nc1 (configuration not stated)	0.8%	5.3%
COc1ccc(NC(=O)C2Cc3c(-c4ccc(Cl)cc4)ccnc3O2)cn1 (configuration not stated)	?	?
CC1(C(=O)NCC2CC2)CCN1C(=O)C/C=C/c1ccccc1 (configuration not stated)	-1.9%	?

(continued)
SMILES	Vif-APOBEC3G blk	ALOX12 inh
CCc1nc2ccc(C(=O)NCCN3CCOCC3)cn2c1N(CC)CCOC	-0.3%	2.9%
CCCc1nc2ccc(C)cn2c1Cc1ccsc1	-0.3%	19.6%
COCCNC(=O)C1(C)CCCN(C(=O)c2cc(OC)c(OC)c(OC)c2)C1 (configuration not stated)	-1.1%	11.3%
CCCS(=O)(=O)NC(=O)C1(C)CCCN(C(=O)c2ccc(OC)cc2)C1 (configuration not stated)	2.1%	9.8%
Cc1cc(F)ccc1-c1cc(C(=O)NCc2ccco2)[nH]n1	-0.8%	1.4%
COc1ccccc1-c1cnc(C(O)c2ccc(C(C)(C)C)cc2)[nH]1 (configuration not stated)	-3.1%	-11.6%
COc1ccccc1C(=O)N1CCCC(C)(C(=O)NS(=O)(=O)C2CC2)C1 (configuration not stated)	-1.5%	0.5%
COc1cc(CNc2ncnc3c2ncn3[C@H]2CN(Cc3cccc(C(F)(F)F)c3)C[C@@H](CO)O2)cc(OC)c1OC	-1.9%	14.0%
COCCNC(=O)C1CCCN(C(=O)c2sccc2C)CC1 (configuration not stated)	3.2%	-0.8%
CCc1nc2ccc(C(=O)N3CCCC(C(N)=O)C3)cn2c1N(C=O)CC (configuration not stated)	-0.7%	?

7 entries from above, in markdown:
| Compound | Vif-APOBEC3G blk | ALOX12 inh |
| --- | --- | --- |
| CCCS(=O)(=O)NC(=O)C1(C)CCCN(C(=O)c2ccc(OC)cc2)C1 (configuration not stated) | 2.1% | 9.8% |
| Cc1cc(F)ccc1-c1cc(C(=O)NCc2ccco2)[nH]n1 | -0.8% | 1.4% |
| COc1ccccc1-c1cnc(C(O)c2ccc(C(C)(C)C)cc2)[nH]1 (configuration not stated) | -3.1% | -11.6% |
| COc1ccccc1C(=O)N1CCCC(C)(C(=O)NS(=O)(=O)C2CC2)C1 (configuration not stated) | -1.5% | 0.5% |
| COc1cc(CNc2ncnc3c2ncn3[C@H]2CN(Cc3cccc(C(F)(F)F)c3)C[C@@H](CO)O2)cc(OC)c1OC | -1.9% | 14.0% |
| COCCNC(=O)C1CCCN(C(=O)c2sccc2C)CC1 (configuration not stated) | 3.2% | -0.8% |
| CCc1nc2ccc(C(=O)N3CCCC(C(N)=O)C3)cn2c1N(C=O)CC (configuration not stated) | -0.7% | ? |

The listing continues.
SMILES	Vif-APOBEC3G blk	ALOX12 inh
CC(C)NC(=O)C1(C)Cc2c(-c3cccc(C(F)(F)F)c3)ccnc2O1 (configuration not stated)	-10.7%	10.7%
N#CCCN(Cc1ccccc1)C(CCc1ccccc1)C(=O)NC1CCCCC1 (configuration not stated)	-4.3%	0.0%
CC1(C(=O)NS(=O)(=O)c2ccc(C#N)cc2)CCN1C(=O)C1CCCCC1 (configuration not stated)	-1.1%	?
O=c1ccn([C@@H]2O[C@H](CNCc3ccccc3)[C@@H](O)[C@H]2O)c(=O)[nH]1	1.9%	4.7%
CCCNC(=O)C1(C)CCCN(Cc2ccccc2C#N)C1 (configuration not stated)	-0.9%	-20.7%
CCCS(=O)(=O)NC(=O)C1(C)CCN(C(=O)COCc2ccccc2)C1 (configuration not stated)	2.8%	?
COc1ccc(C(C)(O)c2nc(-c3cccc(C#N)c3)cs2)cc1 (configuration not stated)	?	-17.3%
COCCNC(=O)C1(C)CCCN(Cc2ccc3ccccc3c2Br)C1 (configuration not stated)	2.2%	1.8%
Cc1nc(C(F)(F)F)ccc1C(=O)N1CCC1(C)C(=O)NS(=O)(=O)c1ccccc1Cl (configuration not stated)	-0.3%	-18.2%
CN(C)CCNC(=O)c1ccc(-c2cn3c(-c4ccc(Oc5ccccc5)cc4)cnc3cn2)cc1	-27.0%	?
Cn1ccc2c(-c3cccnc3)cc3c(c21)C1CCC3O1 (configuration not stated)	-4.7%	-3.5%
COc1ccccc1C(O)c1ncc(-c2cccc(C(F)(F)F)c2)[nH]1 (configuration not stated)	-4.7%	-17.7%
CNc1cncc(-c2ccc(S(C)(=O)=O)cc2)n1	-4.1%	-8.2%
CCCCOc1ccc(S(=O)(=O)NC(=O)C2(C)CCN2C(=O)Cc2cccs2)cc1 (configuration not stated)	-0.4%	-2.4%
O=C(Nc1ccccc1)c1cc(C2COCCN2C(=O)c2cccs2)on1 (configuration not stated)	-4.3%	-11.5%
CC(=O)c1cccc(-c2ccnc3c2CC(C(=O)NCC2CC2)O3)c1 (configuration not stated)	?	?
COc1cc(NC(=O)Nc2nnc([C@H]3C[C@H](O)[C@@H](CO)O3)s2)cc(OC)c1	1.1%	14.5%
Cn1ccc2c(-c3cccc4ccccc34)cc3c(c21)C1CCC3O1 (configuration not stated)	-16.7%	-9.0%
CC(=O)NCCNC(=O)C1Cc2c(-c3ccc4c(c3)OCO4)ccnc2O1 (configuration not stated)	2.5%	-2.9%
COc1cccc(NC(=O)C2(C)CCN2Cc2ccc(SC)cc2)c1 (configuration not stated)	-3.4%	5.0%
C=C(C)Cn1c2ccc(NC(=O)NCc3ccc(F)cc3)cc2c(=O)n1C	-8.3%	-3.1%
COc1ccc(Cl)cc1CNC[C@H]1O[C@@H](n2cnc3c(=O)[nH]c(N)nc32)[C@H](O)[C@@H]1O	0.6%	-2.4%
O=C(c1ccccc1)c1sc(Nc2ccc3c(c2)OCO3)nc1-c1ccccc1	-4.2%	?
CC1(C(=O)Nc2nccs2)CCN1C(=O)C1(c2ccccc2)CC1 (configuration not stated)	-4.7%	-6.3%
CCCCN(C=O)c1c(CC)nc2ccc(C(=O)N3CCCCC3)cn12	0.8%	-4.4%
CC1Oc2ccc(C#N)cc2N(Cc2ccccc2OC(F)(F)F)C1=O (configuration not stated)	-2.9%	-4.7%
Clc1ccc(-c2nc3ccc(Br)cn3c2Cc2ccsc2)cc1	-14.7%	?
COc1cc(CNC(=O)Nc2nnc([C@H]3C[C@H](O)[C@@H](CO)O3)s2)cc(OC)c1OC	-2.1%	1.0%
OC(c1ccccc1)c1nc(-c2ccc(Cl)cc2)cs1 (configuration not stated)	-1.9%	?
COc1ccc(NC(=O)c2cc(-c3cc(F)ccc3OCC3CCCO3)n[nH]2)cc1OC (configuration not stated)	-4.2%	-2.8%
c1cncc(CN2CCN(c3cc(-c4cnc5ccccc5c4)nc4ccnn34)CC2)c1	-1.5%	-10.7%
OC[C@@H]1CN(Cc2cccc(C(F)(F)F)c2)C[C@H](n2cnc3c(NCc4ccncc4)ncnc32)O1	0.0%	-10.8%
COc1ccc2c(c1)CO[C@]21O[C@H](CCO)C[C@H](O)[C@H]1O	-0.1%	10.6%
COc1ccccc1N1CCN(Cc2cc(=O)oc3ccccc23)CC1	-5.8%	-9.6%
COc1ccccc1Cc1c(-c2ccc(OC)c(OC)c2)nc2c3ccccc3ccn12	-13.9%	?
